HT1080 IDH1KD tx = toxicity to HT-1080 IDH1 knockdown cells (counter line) | AID 686971 | HT-1080 IDH1 knockdown viability, ATP luminescence, 48 h | actives 2% (n = 360,000) | Potency, µM (doses to about 46.1 µM), for inactives: at the top dose activity, negative = toxicity, usual class: cytotoxic;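 note: 0% = DMSO wells and -100% = cell-free medium wells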
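CellTiter-Glo luminescence after 48 h compound exposure at 37 degrees C of IDH1-knockdown HT-1080 cells in 5% FBS RPMI. %Activity scaled between DMSO wells and cell-free media wells, with curves fitted and assigned curve classes.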
GLP1R ag = agonists of human GLP-1 receptor | Potency, µM (doses to about 45.6 µM), for inactives: at the top dose activation, usual class: activators | actives 0.007% (n = 380,000) | AID 624172 | P43220 | HEK293 GLP-1R CRE-luciferase, luminescence, 4-6 h; cells express a hypersensitive GLP-1R form; note: % of control where 0% means no effect
Target sequence (P43220 whole entry, looked up): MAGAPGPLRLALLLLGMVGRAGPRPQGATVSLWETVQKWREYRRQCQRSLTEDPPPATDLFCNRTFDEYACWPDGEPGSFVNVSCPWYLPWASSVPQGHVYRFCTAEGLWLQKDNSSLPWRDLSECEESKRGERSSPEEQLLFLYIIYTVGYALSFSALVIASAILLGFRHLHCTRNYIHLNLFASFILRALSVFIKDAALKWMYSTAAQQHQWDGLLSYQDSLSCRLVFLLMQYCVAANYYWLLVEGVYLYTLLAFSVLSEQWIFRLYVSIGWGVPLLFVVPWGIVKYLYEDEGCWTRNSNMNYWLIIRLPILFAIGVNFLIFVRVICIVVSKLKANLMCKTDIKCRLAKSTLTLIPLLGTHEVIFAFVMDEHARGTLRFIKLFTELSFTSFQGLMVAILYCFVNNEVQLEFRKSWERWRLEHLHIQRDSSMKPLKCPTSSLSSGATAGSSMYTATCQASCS
SW480 rerep = DNA re-replication induction in SW480 cells. SW480 DNA re-replication, Hoechst DNA content imaging, 48 h. Potency, µM (titrated, usually from 46.1 µM), for inactives: at the highest dose re-replication activation, hits mostly activators. actives 1.8% (n = 340,000). AID 624297; note: % of control where 0% means no effect; nearly all actives have a fitted effect of over 55% in size
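Hoechst fluorescence of nuclei (405 nm excitation, 500-530 nm emission) measured by plate-scanning imager after 48 hr compound exposure at 37 C; re-replication scored as increased number of nuclei with elevated intensity.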
KB-3-1 cytotox = KB-3-1 parental cell cytotoxicity. KB-3-1 viability, CellTiter-Glo ATP luminescence, 72 h. Potency, µM (highest dose often 46.1 µM), for the others: at the highest dose activity change, negative = cytotoxic, usual class: cytotoxic. actives 1.4% (n = 400,000); note: % is set by controls: 0 for no effect and ±100 for the full control effect; nearly all actives have a fitted effect of over 60% in size
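Screening of KB-3-1 cells (DMEM, 10% FBS, phenol-red free) ran from lowest to highest compound concentration; after 72 h at 37 °C viability was read luminescently and curves fitted.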
HT1080NT lethal = kills 2HG-producing HT-1080-NT fibrosarcoma cells; HT-1080-NT fibrosarcoma viability, CellTiter-Glo ATP luminescence, 48 h; Potency, µM (top dose mostly 46.1 µM), inactives show at the top dose activity, negative = less viability, most hits filed as cytotoxic; actives 1.6% (n = 360,000); AID 686970;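 note: NT is the 2HG producing partner of a matched IDH1 knockdown line; 0% = DMSO-treated cells and -100% = media-only wells without cells; nearly all actives have a fitted effect of over 55% in size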
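Fibrosarcoma NT cells, 750 per well in 5% FBS RPMI, were exposed to compound for 48 hours. Viability: CellTiter-Glo luminescence.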
KB-V1 MDR tox = kills drug-selected multidrug resistant KB-V1 cells. KB-V1 MDR cells viability, CellTiter-Glo, 72 h. Potency, µM (titrated, usually from 46.1 µM), inactives show top-dose activity change, negative = cytotoxicity, hits mostly cytotoxic. actives 3.4% (n = 400,000). AID 1347076; note: % is set by controls: 0 for no effect and ±100 for the full control effect; nearly all actives have a fitted effect of over 60% in size
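KB-V1 cells (P-gp-expressing MDR subline of KB-3-1) in phenol-red-free DMEM with 10% FBS were exposed to library compounds over a concentration series for 72 h at 37 degrees C. Viability read by CellTiter-Glo luminescence; concentration-effect curves fitted after normalization.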
TDP-43 yeast inh = inhibitors of TDP-43 toxicity in yeast. TDP-43 expressing yeast growth rescue, BacTiter-Glo, 24 h. Potency, µM (top dose mostly 46.1 µM), for the others: at the top dose growth rescue (activation), usual class: activators. actives 1.8% (n = 410,000); note: % of control where 0% means no effect; nearly all actives have a fitted effect of over 50% in size
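Growth rescue of TDP-43-toxic yeast measured as ATP luminescence (BacTiter-Glo). Cells grown to mid-log in raffinose, induced in galactose at OD600=0.02, exposed to compound 24 hr at 30 deg C.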
GLP1R cytotox = cytotoxicity counter-screen for GLP-1 receptor inverse agonists; Potency, µM (top dose mostly 38.3 µM), inactives show top-dose activity change, negative = inhibition, usual class: inhibitors; actives 0.13% (n = 410,000); HEK293 cAMP-luciferase reporter cells, luminescence, 24 h;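 note: loss of luciferase light is scored as toxicity; % is set by controls: 0 for no effect and ±100 for the full control effect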
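Quantitative HTS format, 1536 wells, 200 cells/uL seeded. Compounds: 23 nL, 24 h, 37 °C. Detection: luciferase reagent, luminescence at 12 min RT; decreased signal taken as cytotoxic.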
GLP1R inv ag = inverse agonists of human GLP-1 receptor; P43220; HEK293 GLP-1R CRE-luciferase, luminescence, 24 h; GLP-1R form is constitutively active; Potency, µM (series often up to 38.3 µM), without a hit: at the top dose activity change, negative = inhibition, hits mostly inhibitors; actives 1.6% (n = 410,000); note: % is set by controls: 0 for no effect and ±100 for the full control effect; nearly all actives have a fitted effect of over 55% in size
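Inverse agonism was detected as reduced cAMP-driven luciferase luminescence after 24 h compound treatment. The cells were HEK293 clones expressing constitutively active human GLP-1R with the reporter. Reporter-only and GPR119 cell lines served as counterscreen controls.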
* hit, by the source's call; ? = inconclusive; nt = not tested or not shown; & = joins results of further samples; [ ] = dose if it differs, or a comment. Calls come from the whole dose curve; as a rule, active = well fitted curve in the direction sought with a large enough effect; inconclusive = small, poorly fitted or top-dose-only effect, or another doubt; inactive = no such curve, though single readings can be large; an effect the other way counts as inactive or inconclusive. Potency is the fitted concentration of half-maximal effect. An unsorted share of the library. Share with any hit: about 9.4%.

The line under a structure holds: HT1080 IDH1KD tx	GLP1R ag	SW480 rerep	KB-3-1 cytotox	HT1080NT lethal	KB-V1 MDR tox	TDP-43 yeast inh	GLP1R cytotox	GLP1R inv ag
CCCN(CC(=O)Nc1ccccc1C)C(=O)c1ccc(C)c(S(=O)(=O)N2CCCCC2)c1
  -18%	-1%	10%	-10%	-16%	-32%	0%	-1%	?
CCc1c(C)nc2ncnn2c1NCCc1ccc(OC)cc1
  3.5µM*	9%	5.6µM*	5.6µM*	6.3µM*	?	1%	?	0%
CS(=O)(=O)N1CCCC(C(=O)Nc2ccc(F)cc2F)C1 (configuration not stated)
  2%	1%	-4%	-15%	-1%	-14%	-5%[9.22 µM]	1%	11%
CCCCC1=CC2=CC(=O)C(C)(OC(=O)CC)C(=O)C2=CN1CCCOC(C)C (configuration not stated)
  6%	-6%	6%[9.22 µM]	14%	4%	-20%	12%	1%	10%
Cc1ccc(NC(=O)COC(=O)Cn2cnc3c2c(=O)n(C)c(=O)n3C)c(Cl)c1
  21%	0%	?	13%	24%	2%	-8%	17%	-1%
CCOc1ccc(C(=O)NCC(=O)NNC(=O)c2cc(C)oc2C)cc1OCC
  0%	-2%	-8%	-8%	-7%	-1%	8%	4%	3%
COc1ccc(C(=O)NC2CCSc3ccccc32)cc1S(=O)(=O)N1CCOCC1 (configuration not stated)
  10%	-1%	-4%	10%	9%	-24%	17%	-14%	-9%
COc1ccc(OC)c(NC(=O)CSc2nnc3ccc4ccccc4n23)c1
  nt	nt	nt	0%	nt	3%	24%	-11%	12%
Cc1nc2nc(SCC(=O)NCc3ccco3)nn2c(C)c1Cc1c(F)cccc1Cl
  -56%	7%	1%	-10%	-22%	?	14%	-17%	-23%
CCN(C(=O)Cn1c(=O)n(Cc2ccc3c(c2)OCO3)c(=O)c2ccc(C(=O)NC3CCCCC3)cc21)c1cccc(C)c1
  nt	-1%	nt	?	nt	?	11%	0%	-22%
COc1ccc2c(c1)CCc1cn3nc(C)cc3nc1-2
  -21%	11%	?	?	-16%	-15%	?	127%[activator]	73%[activator]
Cc1cc(OCc2nnc(SC(C)C(=O)O)n2Cc2ccccc2)ccc1Cl (configuration not stated)
  20%	-1%	4%	11%	3%	19%	-11%	14%	12%
O=C(COc1ccc(Cl)cc1)Nc1ccccc1C(=O)NCc1ccco1
  ?	19%	0%	-1%	?	0%	-23%	5%	2%
COc1cccc(C(=O)NC(=NCCc2c[nH]c3ccc(OC)cc23)Nc2nc(C)cc(C)n2)c1
  nt	2%	nt	-16%	nt	23µM*	?	-6%	?
O=C(NCCc1ccncc1)Nc1ccc(F)cc1
  -3%	-1%	-46%[inhibitor]	1%	15%	-10%	-6%	-8%	-26%
C=CCn1c2ccccc2c2nnc(SCc3[nH]c(=O)[nH]c3C(=O)CCCCC(=O)OCC)nc21
  -2%	19%	-5%	-20%	-1%	?	0%	-2%	42%[activator]
CC(=O)N1CCN(C(=O)c2cc(S(=O)(=O)N(C)c3ccc(F)cc3)ccc2Cl)CC1
  0%	-4%	-7%	-4%	4%	4%	5%	9%	7%
COCCCNC(=O)Cc1ccc(S(=O)(=O)N2CCOCC2)s1
  5%	-13%	nt	1%	-2%	-3%	15%	-7%	3%
CC1CCN(C(=O)c2ccc3c(c2)OCCO3)CC1
  -16%	1%	?	-13%	-27%	-1%	?	7%	-21%
Cc1cc(SCC(=O)OCC(=O)N2CCN(C(=O)c3ccco3)CC2)c(C)cc1Br
  15%	-2%	3%	3%	9%	-8%	8%	15%	24%
CC1CN(CCCCSc2ccccc2)CC(C)O1 (configuration not stated)
  4%	-1%	6%	0%	5%	6%	1%	5%	2%
CC(=O)NC12CC3CC(C1)CC(C(=O)Nc1nccs1)(C3)C2
  10%	0%	2%	8%	10%	0%	2%	-21%	-11%
Cc1ccc(CNC(=O)CCCn2nc(C)c3c(C)n(-c4ccccc4)nc3c2=O)cc1
  6%	-2%	-8%	?	6%	11%	10%&7%	1%&0%	-1%&-7%
CCN1CCCC1CNCc1cccc(OC)c1OCc1ccccc1 (configuration not stated)
  -3%	3%	-2%	-5%	0%	-5%	-19%	-9%	-9%
O=C1C2C3C=CC(CC3)C2C(=O)N1c1ccc2c(c1)OCO2 (configuration not stated)
  12%	2%	-1%	0%	18%	5%	-14%	4%	?
N#CCCN(CCN1CCCC1)S(=O)(=O)c1ccc(-c2ccc([N+](=O)[O-])cc2)cc1
  15%	0%	3%	2%	9%	0%	-1%[9.22 µM]	12%[7.66 µM]	0%[7.66 µM]
COc1ccc(C2=CC(=O)OC3(CCCCC3)O2)cc1
  10%	21%	-1%	-2%	6%	-4%	0%	0%	-25%
COC(=O)c1cn(NC(=O)c2cnccn2)c(=O)c2ccccc12
  ?	-4%	?	?	?	-20%	?	-9%	-28%
NC(CSC1(c2ccc(Cl)cc2)c2ccccc2-c2ccccc21)C(=O)O (configuration not stated)
  11%	-4%	11%	4%	2%	-12%	0%	-8%	7.9µM*
COc1ccc(CNC(=O)CN(C(=O)c2cc3sccc3n2C)C2CCCC2)cc1
  -11%	1%	-5%	1%	-1%	?	-15%	?	?
COc1ccccc1/C=C1\SC(N2CCC(C)CC2)=NC1=O
  11%	7%	-3%	4%	7%	9%	13µM*	11%	?
Cc1ccc(C(=O)N/C(=C\c2cccs2)C(=O)NCCCN2CCOCC2)cc1
  -1%	0%	0%	-8%	-11%	-1%	-35%[inhibitor]	16%	-6%
O=C(CO/N=C/c1ccc(OC(F)F)cc1)N1CCc2ccccc21
  ?	-11%	-83%[inhibitor]	0%	-5%	28%	-1%	-1%	21%
CCOC(=O)c1ccc(NC(=O)C2COc3ccccc3O2)cc1 (configuration not stated)
  -5%	0%	-86%[inhibitor]	4%	?	-2%	?	2%	-24%
O=C(c1cc(-c2ccccc2)on1)N1CCCC1
  1%	0%	2%	5%	0%	2%	-2%	6%	-27%
Cc1ccc(CNC(N)=S)cc1
  5%	1%	0%	9%	9%	-2%	14%	9%	-6%
Cc1ccc(S(=O)(=O)Nc2cccc3ncccc23)cc1
  -8%	6%	11%	-8%	1%	?	-8%	1%	2%
CC(NC(=O)Nn1cnnc1)(C(F)(F)F)C(F)(F)F
  29%	-10%	1%	12%	0%	5%	-11%	8%	2%
CCc1nccn1CCC(=O)NC1CCCc2c1cnn2-c1ccc(F)cc1F (configuration not stated)
  -4%	-4%	?	?	0%	-6%	7%	?	-18%
CC(=O)c1c(C)[nH]c(C(=O)Nc2cc(C)cc(C)c2)c1C
  8%	-8%	-6%	12%	?	?	-2%	7%	1%
O=c1[nH]c2cc3ccccc3cc2nc1-c1nnnn1Cc1ccccc1
  -3%	13%	nt	?	4%	-2%	8%	-14%	1%
CCC(c1nnnn1C1CCCC1)N(Cc1cccs1)Cc1cc2cc(C)ccc2[nH]c1=O (configuration not stated)
  0%	13%	?	?	6%	?	4%	?	?
Cc1cccc(N2CCN(C(=O)c3oc(=O)c4ccccc4c3-c3ccccc3)CC2)c1C
  nt	-2%	nt	?	nt	-13%	0%	1%	?
Clc1ccc(C2[C@H]3CN(Cc4cccnc4)[C@H](c4ccccc4)C34CC2(c2cccnc2)C4)cn1 (some centres not stated)
  -12%	2%	7%	-3%	-1%	-11%	-6%	?	-1%
CCCCNC(=O)CCCn1c(=O)[nH]c2ccc(Br)cc2c1=O
  0%	36%	0%	1%	-5%	0%	4%	13%	-1%
CCOC(=O)CCCCCC(=O)Nc1ccc2c(c1)C(=O)N([C@@H](C)CO)C[C@H](C)[C@H](CN(C)C(=O)Nc1ccc(C(F)(F)F)cc1)OCCCC[C@H](C)O2
  0%	-2%	nt	-2%	1%	15%	16%	1%	-12%
Cc1cc(C)n2c(SCc3ccccc3Cl)nnc2n1
  -6%	19%	0%	-2%	-13%	?	30%	10%	25%
COc1cc(OC)cc(C(=O)N[C@H](C(=O)OCC(=O)Nc2ccc(C(N)=O)cc2)C(C)C)c1
  14%	9%	-1%	0%	?	5%	2%	-12%	17%
CCCCS(=O)(=O)Nc1ccc(N2CCOCC2)c(S(=O)(=O)N2CCOCC2)c1
  0%	7%	-4%	-15%	3%	12%	2%	8%	7%
CCC(=O)Nc1nnc(S(=O)(=O)N(C)c2cc(C)cc(C)c2)s1
  0%	0%	-36%	-1%	1%	-5%	12%	2%	-13%
O=C1CN(S(=O)(=O)c2cc(Cl)ccc2Cl)CCN1
  -4%	17%	2%	-2%	5%	1%	-4%	-2%	22%
Cc1cc(C(=O)N2CCc3ccccc32)n(-c2ccccc2)n1
  ?	-2%	?	10µM*	?	?	?	-20%	?
O=C(Nc1cccc2c1CCCC2)c1cc(C2CCCCN2C(=O)CCCc2ccccc2)on1 (configuration not stated)
  -3%	3%	nt	0%	0%	0%	19%	-4%	?

Record cards, as listed above:
CCC(=O)Nc1nnc(S(=O)(=O)N(C)c2cc(C)cc(C)c2)s1 in the list: HT1080 IDH1KD tx: 0%; GLP1R ag: 0%; SW480 rerep: -36%; KB-3-1 cytotox: -1%; HT1080NT lethal: 1%; KB-V1 MDR tox: -5%; TDP-43 yeast inh: 12%; GLP1R cytotox: 2%; GLP1R inv ag: -13%
O=C(Nc1cccc2c1CCCC2)c1cc(C2CCCCN2C(=O)CCCc2ccccc2)on1 (configuration not stated) in the list: HT1080 IDH1KD tx: -3%; GLP1R ag: 3%; SW480 rerep: nt; KB-3-1 cytotox: 0%; HT1080NT lethal: 0%; KB-V1 MDR tox: 0%; TDP-43 yeast inh: 19%; GLP1R cytotox: -4%; GLP1R inv ag: ?

Screening results (PubChem BioAssay)
